inhibitors of VEEV – inhibitors of VEEV TC-83 cytopathic effect, confirmation, Vero cells (AID 588727); 350,000 compounds, 0.13% hits; inhibition, % at 20 µM, or IC50 in µM where a hit was titrated; Vero cells, VEEV TC-83 cytopathic effect inhibition; higher % means a stronger effect; in the data active means a potency from the dose series; inconclusive means inhibition mostly from about 14% at the one dose, without a potency; inactive means the rest, 99 in 100 with inhibition below about 12%; further: strong numbers were not always called active
M. tuberculosis – growth inhibition of non-replicating M. tuberculosis (AID 488890). Mycobacterium tuberculosis non-replicating, growth inhibition; higher % means a stronger effect. inhibition, % at 25 µM, or IC50 in µM where a hit was titrated. 320,000 compounds, 0.39% hits; in the data active means a potency from the dose series; inconclusive means inhibition mostly from about 82% at the one dose, without a potency; inactive means the rest, 99 in 100 with inhibition below about 76%;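 further: plate controls were DMSO cells for no effect and high antibiotic wells for full effect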
PhoP GFP inhibition – PhoP regulon inhibitors, Salmonella typhi PhoP promoter GFP reporter, confirmatory (AID 1850); one-dose inhibition, % at 50 µM; IC50 in µM for titrated hits; 310,000 compounds, 0.33% hits; Salmonella Typhi PhoP-promoter GFP reporter, fluorescence, 4 h; higher % means a stronger effect; in the data active means a potency from the dose series; inconclusive means inhibition mostly from about 25% at the one dose, without a potency; inactive means the rest, 99 in 100 with inhibition below about 19%;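 further: 0% = induced wells with vehicle and 100% = uninduced wells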
influenza NS1A – H1N1 influenza NS1A inhibitors, functional cell based assay (AID 504329). one-dose inhibition, % at 12.5 µM; IC50 in µM for titrated hits. 340,000 compounds, 0.3% hits. NS1A functional cell-based assay, percent inhibition; higher % means a stronger effect; in the data active means a potency from the dose series; inconclusive means inhibition above about 27% without an active follow-up result; further: strong numbers were not always called active
M. tuberculosis HTS – M. tuberculosis growth inhibition, HTS (AID 449762) | one-dose inhibition, % at 25 µM; IC50 in µM for titrated hits | 330,000 compounds, 0.59% hits | M. tuberculosis H37Rv growth inhibition, 7H9 media; higher % means a stronger effect; in the data active means a potency from the dose series; inconclusive means inhibition above about 70% without an active follow-up result;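 further: bacterial growth assessed after seven days of incubation; strong numbers were not always called active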
inhibitors of VEEV 10K pilot screen – also measured in inhibitors of VEEV; calls as there; inhibition, %; measured here: 10K pilot screen inhibition
The depositor's hits bear a star; i = inactive; ? = inconclusive; · = no result given.

SMILES | inhibitors of VEEV | M. tuberculosis | PhoP GFP inhibition | influenza NS1A | M. tuberculosis HTS | others
Nc1ncc(-c2nnnn2-c2ccc(Cl)cc2)c(-c2ccc(Cl)cc2)n1 | 6.1% | 17.6% | -3.9% | 3.8% | -5.2%
COc1ccccc1CN1C2CCCC1CC(NC(=O)/C=C/c1ccccc1)C2 (stereo not drawn) | i | 8.2% | -1.9% | · | -5.9%
Cc1ccc(C)c(S(=O)(=O)Nc2nc(C)c(C(=O)Nc3ccccc3)s2)c1 | 1.0% | -20.6% | -18.7% | -0.4% | -0.1%
Cc1nc2c(ccc3c([N+](=O)[O-])cccc32)c(C)c1C | 2.0% | -9.4% | -5.7% | -4.2% | -2.8%
COc1cccc(NC(=O)CN(C)C(=O)c2cccnc2Sc2ccc(C)c(C)c2)c1 | 9.3% | 9.8% | -0.7% | -2.9% | 5.6%
CC1CCCN(C(=O)CN2C3CCC2CC(O)(c2ccc(F)cc2)C3)C1 (stereo not drawn) | 0.1% | -13.1% | 0.2% | -4.3% | -5.6%
O=C(c1ccc(COc2c(F)c(F)c(F)c(F)c2F)o1)N1CCOCC1 | 0.1% | -7.3% | 3.9% | 12.9% | -0.9%
NS(=O)(=O)c1ccc(NC(=O)COC(=O)c2ccc3c(c2)OCCO3)cc1 | 0.0% | 11.2% | 0.5% | -4.2% | -0.5%
CC(=O)c1cccc(CN2CCCC(C(=O)Nc3ccc(-c4ccco4)cc3)C2)c1 (stereo not drawn) | 0.9% | 39.1% | -6.3% | -1.3% | 66.8%
CCOc1cc(CNn2cnnc2)cc(Br)c1OCC(=O)NC1CCCCC1 | 3.7% | 24.1% | -3.2% | 2.5% | -16.0%
Cc1c(NC(=O)C(C)OC(=O)c2c3c(nc4ccccc24)CCC3)c(=O)n(-c2ccccc2)n1C (stereo not drawn) | 3.3% | 0.3% | 9.3% | -3.0% | -2.3%
O=C(O)CCCNC(=O)c1ccccn1 | 0.2% | -2.0% | -0.5% | -0.4% | -6.9%
O=S(=O)(NC1CCCCC1NS(=O)(=O)c1ccc(F)cc1)c1ccc(F)cc1 (stereo not drawn) | 0.5% | 9.9% | -6.3% | 9.7% | -3.3%
N#Cc1ccc(COc2ccc(CCO)cc2-n2nc3ccccc3n2)cc1 | 7.9% | 5.0% | -3.6% | 1.5% | 6.0%
CC[C@@H](NS(=O)(=O)c1ccc(C)cc1)C(=O)Oc1ccc2c3c(c(=O)oc2c1)CCC3 | 1.1% | 36.0% | 6.4% | 7.2% | 50.4%
CCOC(=O)C1(C(C)(C)CC)CC(CSc2nc3ccccc3[nH]2)OC1=O (stereo not drawn) | i | 27.2% | -8.2% | 4.9% | -5.9%
N#Cc1c(N)n(-c2ccc(O)cc2)c2nc3ccccc3nc12 | 1.5% | -15.7% | -3.9% | -19.0% | 7.6%
Cc1nc(NC(=O)CSc2nnc(C3CC3)n2N)c(Cl)cc1Cl | 1.9% | 10.2% | · | -0.1% | 3.5%
O=C(CCC(=O)N1CCN(c2ccccc2F)CC1)c1ccc(F)cc1 | 0.4% | 8.6% | 4.7% | -9.6% | -8.2%
O=C(C1=C[C@@H](c2ccc(C(F)(F)F)cc2)C[C@@H](OCCCCO)O1)N1CCOCC1 | 0.9% | 7.5% | 0.5% | -23.7% | -7.1%
Cc1ccc(-n2nnnc2SC(C)C(=O)Nc2ccc(Cl)cn2)cc1 (stereo not drawn) | i | -2.1% | -16.1% | 3.5% | -9.1%
O=C(NCc1ccco1)c1sc2cc(Cl)ccc2c1Cl | 3.1% | 59.3% | -13.5% | -0.2% | 4.8%
COCCN(C(=S)Nc1cccc(OC)c1)C(C)c1cccs1 (stereo not drawn) | 1.2% | 2.1% | -3.4% | -3.2% | 2.9%
O=C(NCc1cccs1)c1ccc(N2CCCC2=O)cc1 | i | · | 22.1% | -0.2% | -17.3%
Cc1noc(C)c1S(=O)(=O)N1CCC(C(=O)N2CCN(c3ccc(F)cc3)CC2)CC1 | · | 9.4% | 4.4% | · | -8.6%
Cc1ccccc1OCC(=O)Nc1ccc2c(c1)OCO2 | 0.3% | 32.2% | -14.8% | -1.6% | 2.7%
O=[N+]([O-])c1ccc(O)c(/C=N/NC2=NS(=O)(=O)c3ccccc32)c1 | i | 34.0% | 30.2% | 2.35µM* | 7.3%
FC(F)(F)c1nc(NCC2CCCO2)c2nnn(Cc3ccccc3Cl)c2n1 (stereo not drawn) | 2.0% | 7.4% | 4.1% | 3.6% | 0.8%
CCN1CCCC1CNC(=O)c1cc2cc(OC)c(OC)cc2[nH]1 (stereo not drawn) | i | -6.9% | 0.2% | 1.9% | 0.4%
CCOc1ccc(NC(=O)c2ccc(N3CC4CC(C3)c3cccc(=O)n3C4)c(NC(=O)c3cccnc3)c2)cc1 (stereo not drawn) | 3.8% | 12.3% | 6.7% | 4.1% | 7.0%
O=C(c1ccc(Cl)cc1)N1CCCC(C(=O)N2CCN(c3ccccc3)CC2)C1 (stereo not drawn) | 0.3% | 38.0% | -7.6% | · | 10.0%
O=C(CN1CCCCC1)Nc1ccc(Br)cc1[N+](=O)[O-] | i | 11.9% | 8.2% | 10.8% | 24.6%
COc1ccc(C(c2c(O)ccc3ccccc23)N2CCOCC2)c(OC)c1 (stereo not drawn) | i | ? | 2.9% | 2.8% | ?
O=C(NCCN1CCOCC1)c1cc2sccc2n1Cc1ccc(F)cc1 | i | 3.7% | -7.0% | -3.0% | -2.3%
CCOc1ccccc1N(CC)C(=O)c1ccc2c(=O)n3c(nc2c1)CCCCC3 | 1.0% | 11.3% | -2.9% | 13.6% | 0.4%
CC(C)C(NC(=O)CCNC(=O)c1ccc([N+](=O)[O-])cc1)c1nc2ccccc2[nH]1 (stereo not drawn) | 0.5% | 3.5% | · | -11.2% | -5.8%
O=C(NCCOc1cccc(Cl)c1Cl)c1cc(-n2cnnc2)ccc1Cl | i | 16.1% | 7.8% | -2.5% | 0.0%
CC(=O)C[C@@H](O)CC(=O)[C@H]1OC(=O)CCCCCc2ccccc21 | 1.4% | -1.1% | · | -22.2% | 1.2%
CCOC(=O)CNC(=O)CSc1nccn1Cc1ccco1 | 0.7% | 5.6% | -1.1% | -5.6% | -6.5%
COC(=O)c1[nH]c2c(c1C)C(=O)CC(c1ccccc1)C2 (stereo not drawn) | i | -8.7% | -0.2% | 1.9% | -1.2%
CCOc1cc(CNC(C)C(O)c2ccccc2)cc(Cl)c1OCC (stereo not drawn) | 2.4% | 36.5% | -4.3% | -0.6% | 0.6%
Cc1ccc(C)c(OCC(=O)N/N=C/c2c(C)nn(-c3ccccc3)c2Cl)c1 | · | -0.5% | -1.2% | · | 6.6%
COc1cc(/C=C2\SC(N)=NC2=O)ccc1OCC(=O)Nc1ccccc1C | 1.5% | 69.7% | · | -5.9% | 26.4%
COc1ccc(NC(=O)Nc2ccccc2SC)cc1OC | 6.3% | 9.7% | 3.9% | -13.3% | -2.5%
Oc1c(C(c2ccco2)N2CCN(C(c3ccccc3)c3ccccc3)CC2)sc2ncnn12 (stereo not drawn) | 5.0% | 45.3% | -9.2% | 7.7% | 4.2%
C#CCOc1c(Br)cc(/C=N\NC(=O)CN2CCOCC2)cc1OCC | 2.2% | -5.1% | 10.9% | -1.8% | -7.4%
O=CN1N=C(c2ccccc2)CC1c1ccc(Cl)cc1 (stereo not drawn) | 0.1% | 6.8% | 4.0% | 1.9% | 2.6%
COc1ccc(OC)c(NC(=S)N2CCN(C/C=C/c3ccccc3)CC2)c1 | 6.4% | 2.5% | 0.0% | 16.1% | -12.2%
Cc1ccc(NC(=O)c2cccc(N3C(=O)C4C5CCC(C5)C4C3=O)c2)c(C)c1 (stereo not drawn) | 3.1% | -27.3% | 2.9% | 2.1% | 0.1%
c1ccc(SCCN2CCc3ccccc3C2)cc1 | 2.2% | 72.7% | 3.5% | -15.3% | 3.7%

More records
SMILES | inhibitors of VEEV | M. tuberculosis | PhoP GFP inhibition | influenza NS1A | M. tuberculosis HTS | others
Cc1nc2c(C)cccc2cc1C(=O)N/N=C/c1cccnc1 | 1.3% | -2.3% | 6.3% | 6.4% | -0.3%
Cn1cnc([N+](=O)[O-])c1Sc1nc2ccccc2[nH]1 | 11.6% | 60.6% | -9.5% | · | 64.6%
CCN(CC)S(=O)(=O)c1cc(NC(=O)Cc2ccsc2)ccc1C | i | 12.9% | 7.1% | -15.5% | 2.3%
COc1ccc(CNc2nc3ccccc3n2CCN2CCCCC2)cc1 | i | 8.2% | -9.4% | 8.4% | 0.2% | inhibitors of VEEV 10K pilot screen=0.0
CC1CCCN(CCC(=O)c2ccccc2)C1 (stereo not drawn) | i | · | · | 0.4% | ·
Cn1c(=O)c(-c2ccccc2)cc2ccccc21 | 5.2% | · | · | -7.9% | ·
Cn1nc(C(=O)NCc2ccccc2CN2CCCC2)c2ccccc2c1=O | i | · | · | -5.7% | ·
CCOc1ccc(N2CC(C(=O)N3CCc4ccccc4C3)CC2=O)cc1 (stereo not drawn) | 0.6% | 18.0% | -15.2% | 7.0% | 4.8%
CC(CC(=O)Nc1ccccc1C(F)(F)F)c1ccccc1 (stereo not drawn) | 1.1% | 2.3% | -2.9% | 2.3% | 8.8%
Cc1ccc(C2CC(c3ccco3)=NN2S(C)(=O)=O)cc1 (stereo not drawn) | 2.4% | 2.6% | 4.9% | -5.5% | 7.9%
Cc1ccc(NC(=O)/C(C#N)=C(\N)C(Cl)(Cl)Cl)nc1 | 11.7% | 31.6% | -13.3% | -0.1% | -2.0%
COc1cccc(CNCCO)c1OCc1ccc(Cl)cc1 | i | -4.0% | -6.4% | -10.1% | -10.3%
CC(=O)Nc1ccc(N=Cc2nc(-c3ccc(C)cc3)oc2O)cc1 | 1.9% | -0.1% | -7.0% | 0.0% | 5.2%
COc1cccc(C(=O)/C=C2\NCCc3cc(OC)c(OC)cc32)c1 | 6.0% | · | 5.4% | 0.4% | 3.3%
C=CCn1c(COc2cccc(C)c2)nnc1SC(C)C(=O)NC1CC1 (stereo not drawn) | 3.3% | 2.0% | · | -4.2% | -11.7%
CC1C/C(=N/Nc2nc3ccccc3[nH]2)CC(C)(C)C1 (stereo not drawn) | 1.6% | ? | 1.9% | -7.2% | 40.0%
CCC(CC)c1nnc(NC(=O)CSCC(=O)Nc2cc(C)on2)s1 | 2.4% | 9.6% | -8.4% | -3.0% | -4.3%
O=S(=O)(c1ccccc1Cl)N1CCC(Cc2ccccc2)CC1 | i | 6.5% | -40.6% | -3.4% | -5.3%

Already shown: an excerpt of the list.
SMILES | inhibitors of VEEV | M. tuberculosis | PhoP GFP inhibition | influenza NS1A | M. tuberculosis HTS | others
Cn1c(=O)c(-c2ccccc2)cc2ccccc21 | 5.2% | · | · | -7.9% | ·
Cn1nc(C(=O)NCc2ccccc2CN2CCCC2)c2ccccc2c1=O | i | · | · | -5.7% | ·
CCOc1ccc(N2CC(C(=O)N3CCc4ccccc4C3)CC2=O)cc1 (stereo not drawn) | 0.6% | 18.0% | -15.2% | 7.0% | 4.8%
CC(CC(=O)Nc1ccccc1C(F)(F)F)c1ccccc1 (stereo not drawn) | 1.1% | 2.3% | -2.9% | 2.3% | 8.8%
Cc1ccc(C2CC(c3ccco3)=NN2S(C)(=O)=O)cc1 (stereo not drawn) | 2.4% | 2.6% | 4.9% | -5.5% | 7.9%
Cc1ccc(NC(=O)/C(C#N)=C(\N)C(Cl)(Cl)Cl)nc1 | 11.7% | 31.6% | -13.3% | -0.1% | -2.0%
COc1cccc(CNCCO)c1OCc1ccc(Cl)cc1 | i | -4.0% | -6.4% | -10.1% | -10.3%
CC(=O)Nc1ccc(N=Cc2nc(-c3ccc(C)cc3)oc2O)cc1 | 1.9% | -0.1% | -7.0% | 0.0% | 5.2%
COc1cccc(C(=O)/C=C2\NCCc3cc(OC)c(OC)cc32)c1 | 6.0% | · | 5.4% | 0.4% | 3.3%
C=CCn1c(COc2cccc(C)c2)nnc1SC(C)C(=O)NC1CC1 (stereo not drawn) | 3.3% | 2.0% | · | -4.2% | -11.7%
CC1C/C(=N/Nc2nc3ccccc3[nH]2)CC(C)(C)C1 (stereo not drawn) | 1.6% | ? | 1.9% | -7.2% | 40.0%
CCC(CC)c1nnc(NC(=O)CSCC(=O)Nc2cc(C)on2)s1 | 2.4% | 9.6% | -8.4% | -3.0% | -4.3%
O=S(=O)(c1ccccc1Cl)N1CCC(Cc2ccccc2)CC1 | i | 6.5% | -40.6% | -3.4% | -5.3%
